PPARg SRC-2 ag: agonists of PPARg-SRC-2 recruitment, primary screen, biochemical, HTS; Peroxisome proliferator-activated receptor gamma (Homo sapiens), P37231; PPARgamma LBD-SRC-2 recruitment; activation, % at 8 µM; 200,000 compounds, 0.34% hits; AID 1032, 2008; in the data active means activation above about 22%;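 further: 0% = vehicle and 100% = reference agonist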
Target sequence (P37231 whole entry, looked up, the tested form may be a part): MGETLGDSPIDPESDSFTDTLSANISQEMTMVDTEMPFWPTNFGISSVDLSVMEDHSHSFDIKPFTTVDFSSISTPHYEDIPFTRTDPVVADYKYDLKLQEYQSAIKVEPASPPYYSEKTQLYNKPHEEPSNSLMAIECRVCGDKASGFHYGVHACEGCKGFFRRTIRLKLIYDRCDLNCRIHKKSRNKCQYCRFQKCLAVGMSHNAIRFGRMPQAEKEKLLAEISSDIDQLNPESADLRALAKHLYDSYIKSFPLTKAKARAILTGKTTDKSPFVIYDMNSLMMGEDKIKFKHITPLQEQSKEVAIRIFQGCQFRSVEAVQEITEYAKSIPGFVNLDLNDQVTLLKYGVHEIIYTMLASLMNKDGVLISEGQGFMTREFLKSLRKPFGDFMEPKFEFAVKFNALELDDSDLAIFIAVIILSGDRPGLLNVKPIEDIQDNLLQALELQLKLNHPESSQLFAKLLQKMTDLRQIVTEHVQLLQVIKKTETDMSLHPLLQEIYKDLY
bIAP inhibitor: bovine intestinal alkaline phosphatase inhibitors, primary screen, selectivity assay for TNAP inhibitor project, biochemical, bovine IAP, CDP-star luminescence. alkaline phosphatase, intestinal [Bos taurus]. purified bovine IAP, 30 min. 190,000 tested, under 10 active. inhibition, % at 20 µM;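 active means over 50% inhibition of intestinal alkaline phosphatase at 20 µM in the single-dose screen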
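System: Purified bovine intestinal alkaline phosphatase (IAP) enzyme | Input: IAP diluted 1/65,000,000 in the well | Also added: CDP-star chemiluminescent phosphatase substrate, 30 µM final | Dosing: 20 µM single dose | Times: Enzyme reaction for 30 min at room temperature | Detection: Luminescence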
RAM network inh: inhibitors of the yeast RAM network, primary screen, dse1pr::URA3 reporter, 5-FOA selection | 190,000 compounds, 1.8% hits | AID 868, 2007 | S. cerevisiae dse1pr::URA3 reporter, 5-FOA growth OD615, 2 d; analog-sensitive cbk1-as2 kinase mutant strain | inhibition, % at 50 µM;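 active means inhibition above a set limit, 3 SD over mean compound inhibition, cut at about 8.4% in these data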;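 further: 0% = DMSO-only wells with no growth and 100% = 10 µM 1-NA-PP1 full growth; inhibition rescues growth on 5-FOA so higher OD means more RAM inhibition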
PPARg SRC1 recr: PPARgamma agonists recruiting SRC-1 coactivator, primary screen, biochemical. Peroxisome proliferator-activated receptor gamma (Homo sapiens), P37231. PPARgamma-SRC-1 coactivator recruitment biochemical assay. activation, % at 8 µM. 200,000 compounds, 0.41% hits; in the data active means activation above about 19%;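 further: 0% = DMSO and 100% = reference agonist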
S1P3 antag: S1P3 receptor antagonists, primary screen, cell-based | Sphingosine 1-phosphate receptor 3 (Homo sapiens), Q99500 | CHO S1P3 NFAT-BLA reporter, FRET fluorescence, antagonist mode | inhibition, % at 4.98 µM | 170,000 compounds, 0.27% hits;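 active means inhibition above the plate cutoff, the mean inhibition of test wells on that plate plus 3 SD, cut at about 28% in these data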;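 further: cells challenged with S1P at its EC80 of 0.8 µM; blue over green emission ratio from cleaved BLA substrate after 4 h stimulation; 0% = S1P-stimulated wells and 100% = unstimulated DMSO-only wells; some compounds past the cut are filed as inactive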
HMGR II inh: inhibitors of E. faecalis class II HMGR, primary screen, biochemical, Enterococcus faecalis. HMG-CoA reductase (Enterococcus faecalis, mvaE). purified E. faecalis HMGR, NADPH absorbance 340 nm kinetic. inhibition, % at 10 µM. 190,000 compounds, 0.41% hits;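 active means inhibition above a set limit, the median over all tested compounds plus 3 SD, cut at about 9.5% in these data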;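 further: enzyme runs in reverse so mevalonate oxidation gives rising NADPH absorbance; 0% = complete reaction with DMSO and 100% = background rate lacking mevalonate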
ROMK mod: ROMK potassium channel modulators, primary screen, cell-based, thallium flux, MLSMR library; ATP-sensitive inward rectifier potassium channel 1 (Homo sapiens), P48048; Tet-inducible ROMK, thallium flux fluorescence; actives lie on both sides; B-score at 10 µM; 130,000 compounds, 2% hits; AID 1918, 2009;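 active means signal ratio slope over the read window, or its plate-corrected B-score, at least 3 SD from the plate mean, either direction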;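 further: B-score of the F/F0 ratio slope over 7 to 12 s after thallium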
Target sequence (P48048 whole entry, looked up): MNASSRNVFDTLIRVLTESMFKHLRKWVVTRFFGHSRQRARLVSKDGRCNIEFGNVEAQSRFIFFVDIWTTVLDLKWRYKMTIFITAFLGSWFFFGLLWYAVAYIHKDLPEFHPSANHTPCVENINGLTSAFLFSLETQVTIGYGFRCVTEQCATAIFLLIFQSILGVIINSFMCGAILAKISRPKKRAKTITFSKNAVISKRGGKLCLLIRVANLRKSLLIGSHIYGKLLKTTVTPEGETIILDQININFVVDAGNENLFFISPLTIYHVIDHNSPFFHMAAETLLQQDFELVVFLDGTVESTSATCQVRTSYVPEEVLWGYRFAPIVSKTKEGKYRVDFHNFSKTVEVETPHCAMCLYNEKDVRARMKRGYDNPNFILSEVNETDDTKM
PPARg SRC-3 ag: PPARgamma agonists recruiting SRC-3 coactivator, primary screen, biochemical; biochemical PPARgamma/SRC-3 coactivator recruitment assay; activation, % at 8 µM; 200,000 compounds, 0.26% hits; in the data active means activation above about 23%;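 further: 0% = DMSO and 100% = reference agonist; some compounds past the cut are filed as inactive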
Lmaj promast: Leishmania major promastigote growth inhibition, primary screen | Leishmania major promastigotes, resazurin fluorescence viability | inhibition, % at 10 µM | 200,000 compounds, 9% hits; in the data active means inhibition above about 50%;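 further: promastigotes grown with compound for 44 hours at 28 °C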
Redox H2O2 prof: compounds producing H2O2 with reducing agent – biochemical, NIH compound library profiling, artefact control for MLSCN library redox annotation, primary screen | DTT-dependent redox cycling H2O2, phenol red/HRP absorbance; 100% = 100 µM peroxide control, 0% = buffer | activation, % at 10 µM | 200,000 compounds, 0.03% hits | AID 878, 2007;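 active means activation of at least 50% relative to the plate's high and low controls in the primary single-dose screen; inactive means activation below 50%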;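 further: compound incubated with DTT at 0.8 mM final as the reducing agent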
SRC2 TRFRET art: TR-FRET signal artefacts, primary screen, artefact control for PPARgamma SRC-2 agonist project, biochemical. TR-FRET artefact counter-screen; stronger effect = higher value. TR-FRET ratio at 8 µM. 200,000 compounds, 0.4% hits. AID 1049, 2008; in the data active means TR-FRET ratio above about 2000; further: inactives centre near 1500
Numbers without * were called inactive; / = not tested or not shown.

molecule,Redox H2O2 prof,SRC2 TRFRET art,bIAP inhibitor,HMGR II inh,Lmaj promast,PPARg SRC-3 ag,PPARg SRC1 recr,ROMK mod,S1P3 antag,RAM network inh,PPARg SRC-2 ag
O=S(=O)(c1cnc[nH]1)N1CCN(c2ccccc2)CC1,-1.3,1573,2,4,-7,3,2,/,/,3.2,8
CCc1ccc(NC(=S)NC2CC3CCC(C2)N3Cc2ccco2)cc1 (centres undefined),-4.2,1552,5,2,94*,-3,-2,/,/,0.1,1
O=C(Nc1ccccc1)/C(=C/c1cccc(Br)c1)NC(=O)c1ccco1,0.3,1409,10,0,9,1,-2,0.65,-17,4.4,-2
CCOC(=O)C1=C(O)/C(=C/c2ccc(OCC(=O)O)c(OC)c2)SC1=Nc1ccc(OCC)cc1,-0.6,1678,8,0,44,-1,-1,/,-5,3.7,-2
O=C(Cc1ccccc1)Nc1ccc(CN2CCOCC2)cc1,0.1,1549,13,-5,-1,9,1,-0.032,14,1.1,1
COCCn1c(-c2ccc(OC)cc2)nc2oc3cc(OC)ccc3c(=O)c2c1=O,2.1,1536,-12,0,55*,-4,2,/,/,2.3,-5
S=c1[nH]nc(-c2cccnc2)n1Cc1ccccc1,0.4,1635,7,-5,1,19,6,/,-1,1.6,13
N#CCSc1nnc(Nc2ccccc2)s1,0.4,1366,4,-3,65*,5,0,-0.22,/,-0.3,7
Cc1cc(C)cc(OCC(=O)NC2=NCCS2)c1,1.6,1568,24,2,-6,5,-3,/,-20,4.1,7
Cn1nc(-c2ccc(C(=O)N3CCN(Cc4ccccc4)CC3)cc2)c2ccccc2c1=O,-0.1,1596,3,0,-4,6,3,-0.03,/,1.0,11
CCc1ccc(NS(=O)(=O)c2ccc3[nH]cc(C(=O)N4CCc5ccccc54)c(=O)c3c2)cc1,0.5,1400,8,1,-6,-1,4,/,11,3.0,0
CN1CCN(C(=O)C2=C[C@H](C(C)(C)C)C[C@H](OCCCCO)O2)CC1,1.4,1343,-8,-7,0,0,-5,/,0,0.0,0
CNC(=O)c1nnn(-c2ccccc2)c1C(=O)NC,-2.8,1558,12,-3,-3,3,10,/,-15,2.3,0
Cn1c(SCc2ccc(Cl)cc2)nnc1C1CC1,-0.7,1704,-2,-3,1,1,4,/,5,4.6,9
O=C(O)c1ccc(C2SCC(=O)N2Cc2ccco2)cc1 (centres undefined),0.2,1484,8,-3,-4,-4,-2,1.2,1,1.6,-4
Cn1c(=O)n(C)c2cc(NC(=O)c3cccc([N+](=O)[O-])c3)c(Br)cc21,0.0,1499,-18,-2,60*,4,3,1.2,6,5.1,2
CCn1c2ccccc2c2cc(NC(=O)COC(=O)c3ccccc3O)ccc21,-0.2,1572,-8,1,8,4,2,-0.27,-11,1.0,4
COCCn1c(=O)[nH]c2cc(C(=O)NCCN3CCN(c4cccc(Cl)c4)CC3)ccc2c1=O,-3.9,1494,8,2,2,-1,-7,0.94,/,0.6,3
CCOC(=O)C1(Cc2ccccc2)CCN(Cc2cnn(-c3ccccc3)c2)CC1,-0.9,1445,-2,-1,28,-3,5,/,-15,-0.8,-4
CC(=O)Nc1ccc(C(=O)NN2C(=O)c3ccccc3C2=O)cc1,-1.1,1380,7,-1,1,-4,-1,-0.56,-9,1.2,3
Cc1cccc(C)c1OCc1n[nH]c(=S)n1N,0.0,1478,9,4,-8,4,5,0.92,10,0.4,5
CCCCCCOc1ccc(C(=O)NCCCn2ccnc2)cc1,-0.2,1791,-101,-5,23,-3,12,-1.6,-9,-0.4,-1
CCN1CCN(CC(=O)N2N=C(c3cccs3)CC2c2ccc(F)cc2)C(=O)C1=O (centres undefined),0.6,1600,-12,-3,-4,5,3,-0.14,-16,2.4,3
O=C(CCNC(=O)c1ccc([N+](=O)[O-])cc1)N/N=C/c1ccc(F)cc1,-0.7,1625,0,0,35,-3,3,-0.31,-3,1.3,-6
CCc1ccc(NCc2cc3c(C)nn(-c4ccccc4)c3[nH]c2=O)cc1,0.3,1343,6,5,-2,10,7,0.0077,/,-0.4,12
CCOC(=O)C1=C(c2ccccc2)OC(N)=C(C#N)C1C1CCCCC1 (centres undefined),0.2,1434,40,-3,13,0,-2,-1.2,/,1.0,-2
CCCN(CC(=O)Nc1ccc(C)cc1Br)CC(=O)Nc1ccc(F)c(F)c1F,0.4,1588,34,-10,4,-1,1,/,-7,0.0,-6
CN(C)c1cccc(C(=O)OCC(=O)N(Cc2ccccc2)C2CCS(=O)(=O)C2)c1 (centres undefined),-0.8,1622,3,0,1,-1,6,-0.94,-28,0.1,7
COc1ccc(CNC(=O)C2CCCN2S(=O)(=O)c2ccccc2)cc1 (centres undefined),0.0,1597,8,-11,-4,2,2,/,9,0.4,4
COc1cccc(S(=O)(=O)Nc2ccc(C(=O)Nc3ccncc3)cc2)c1,-1.2,1473,4,-7,7,2,8,0.23,-18,1.6,6
O=C(Nc1cccc(C(F)(F)F)c1)c1cccc(NS(=O)(=O)c2ccc(Br)c(C(=O)O)c2)c1,-0.7,1733,-2,10*,-9,2,5,0.28,4,6.4,3
CCOC(=O)c1c(C(=O)OCC)c(C)n(N2C(=O)CSC2=S)c1C,-2.7,1506,7,0,-11,4,4,/,-12,2.3,-1
Cc1cc(C)cc(C(=O)Nc2ccc(NC(=O)Cc3ccccc3)cc2)c1,1.5,1626,-8,1,-3,-1,1,-0.085,13,6.0,-9
COc1ccccc1Oc1ncnc2c1cnn2-c1ccccc1,0.0,1760,7,-2,1,2,0,-1.3,3,0.9,4
O=C(CNC(=O)Cc1ccccc1)NCC(=O)OCc1ccccc1,-5.7,1544,-4,-2,-5,5,6,/,/,2.0,1
Cc1nn(CC(C)C)c(=S)[nH]c1=O,6.2,1544,6,-4,-2,4,4,0.21,-12,0.5,5
CC(C)c1nnc(NC(=O)Cc2cccs2)s1,-0.1,1598,6,-3,-9,0,-6,/,-15,0.8,-5
CC1CC(C)(C)NC(C)c2ccccc21 (centres undefined),-0.7,1537,3,-7,-3,-7,4,/,-56,0.1,0
Cc1cnc(C(=O)Nc2ccc(F)c(F)c2)cn1,-1.9,1631,18,-2,-6,4,4,/,-5,2.3,6
C=CCNc1ncnc2c1cnn2-c1ccc(Cl)cc1,0.1,1450,7,-2,-3,3,8,/,-2,3.8,0
CCOC(=O)C(NC(C)=O)C(OC(C)=O)c1cccc([N+](=O)[O-])c1 (centres undefined),1.7,1567,4,-2,-5,4,-6,/,/,1.1,3
COC(=O)c1cccc(NC(=O)C2C3CCC(C3)C2C(=O)O)c1 (centres undefined),2.0,1452,0,-1,0,4,-3,/,-13,1.5,4
O=C(CSc1ccc(Cl)cc1)Nc1ccc(-c2nc3ccccc3[nH]2)cc1,0.8,1432,-18,0,-6,-1,0,/,11,1.2,1
CCOC(=O)c1c(C)n(-c2ccc(C)cc2)c2ccc(OCC(O)CN3CCN(C)CC3)cc12 (centres undefined),-0.1,1475,-88,-2,100*,-1,2,-0.71,1,-1.0,-1
Cn1nccc1C(=O)Nc1ccc(OC(=O)c2ccnn2C)cc1,0.0,1515,10,-2,1,3,-4,-0.24,/,1.4,3
Cc1cccc(N2CCN(C(=O)CCn3c(=S)[nH]c4cc5c(cc4c3=O)OCO5)CC2C)c1 (centres undefined),2.5,1507,-1,-3,10,-9,4,/,/,0.9,4
CCC(=O)c1ccc(OCC(=O)O)cc1,-3.4,1461,8,-4,-5,3,2,/,10,1.6,12
O=C(CSc1nnc(-c2ccccc2)c2ccccc12)NCC1CCCO1 (centres undefined),-0.1,1645,1,1,6,-1,2,0.028,-13,-0.8,2
CCc1cccc(NS(=O)(=O)c2ccc3c(c2)oc(=O)n3C)c1,0.6,1542,0,1,14,-5,5,-0.7,7,-0.1,-7
CCOCCc1nnc(NC(=O)CN2C(=O)c3ccccc3C2=O)s1,-0.6,1501,2,-3,-2,1,-6,-0.55,-6,2.1,-3
CCOc1ccc(C(=O)CN2CCN(S(=O)(=O)c3ccc(OC)cc3)CC2)cc1,1.8,1576,2,-3,19,-1,-2,/,-4,-1.1,4
NC(=O)NCc1cccs1,0.0,1435,9,-1,-1,-1,-1,0.077,-26,1.5,-1

Source: PubChem BioAssay (several laboratories)
